Wee1 degr inh: human Wee1 degradation inhibition, primary screen; P30291; HeLa Luc-Wee1K328M stability, luciferase luminescence; 100% = proteasome inhibitor MG132 effect; reporter increase, % at 5 µM; 1.2% of 220,000 active;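 active means activation above the mean of all tested compounds plus 3 SD, set per screening run, cut at about 8.8% in these data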;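 further: cells exposed to compound for 20 h before luminescence read; 0% = DMSO alone and 100% = MG132 at 30 µM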
FXIa inh: inhibitors of human coagulation factor XIa; P03951; purified FXIa, Boc-Glu-Ala-Arg-AMC fluorogenic substrate; inhibition, % at 5 µM; 0.14% of 220,000 active; AID 798;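 active means inhibition of at least 40%; inactive means inhibition below 40%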;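 further: fluorescence of freed AMC excited at 355 nm; 0% = enzyme without compound and 100% = no enzyme blank; many of its hits are not listed in these tables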
Target sequence (P03951 19-387 limits assumed): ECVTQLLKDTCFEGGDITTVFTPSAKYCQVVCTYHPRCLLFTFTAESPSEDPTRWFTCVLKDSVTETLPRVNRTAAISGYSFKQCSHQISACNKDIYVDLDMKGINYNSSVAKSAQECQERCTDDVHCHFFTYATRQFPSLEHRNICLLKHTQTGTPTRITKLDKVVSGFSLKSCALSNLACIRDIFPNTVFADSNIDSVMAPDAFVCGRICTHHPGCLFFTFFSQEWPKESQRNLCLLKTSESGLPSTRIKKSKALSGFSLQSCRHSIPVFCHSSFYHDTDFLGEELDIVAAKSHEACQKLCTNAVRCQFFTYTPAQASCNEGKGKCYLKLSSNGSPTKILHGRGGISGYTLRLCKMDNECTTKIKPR
Target sequence (P03951 388-625 limits assumed): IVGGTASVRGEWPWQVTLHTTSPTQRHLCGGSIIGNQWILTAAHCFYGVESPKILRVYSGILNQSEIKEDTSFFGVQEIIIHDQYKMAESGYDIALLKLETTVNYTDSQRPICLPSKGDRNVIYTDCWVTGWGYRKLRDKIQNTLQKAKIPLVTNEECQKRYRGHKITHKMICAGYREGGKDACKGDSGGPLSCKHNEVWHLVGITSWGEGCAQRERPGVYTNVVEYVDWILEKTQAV
Rad51 HR inh: Rad51 (human) homologous recombination inhibition | Q06609 | hRad51 DNA strand exchange, fluorescence dequenching | inhibition, % at 10 µM | 0.085% of 200,000 active | AID 1385;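 active means inhibition above 40% at the single screening dose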;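 further: 0% = DMSO control wells and 100% = blanks with heterologous ssDNA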
Target sequence (Q06609 whole entry, looked up): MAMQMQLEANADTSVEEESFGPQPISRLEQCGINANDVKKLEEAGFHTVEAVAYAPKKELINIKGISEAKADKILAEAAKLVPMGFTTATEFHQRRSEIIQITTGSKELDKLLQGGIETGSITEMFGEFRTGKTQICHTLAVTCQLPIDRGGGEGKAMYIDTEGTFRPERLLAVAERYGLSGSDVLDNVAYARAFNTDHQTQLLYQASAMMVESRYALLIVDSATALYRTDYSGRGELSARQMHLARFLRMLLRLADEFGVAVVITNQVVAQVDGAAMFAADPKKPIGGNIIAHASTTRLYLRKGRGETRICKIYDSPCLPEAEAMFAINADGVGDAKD
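material = hRad51 filaments on single-stranded DNA | timing = filaments 15 min 37 °C, then compound 30 min | signal = FRET fluorescence dequenching, excitation 485 nm, emission 520 nm | benchmarks = control wells and blank wells on each plate | evaluation = percent inhibition relative to plate controls and blanks | compound = 10 µM final, single point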
hK5 inh: blocks human kallikrein 5 protease activity; recombinant hK5, fluorogenic AMC substrate cleavage; inhibition, % at 5 µM; 0.59% of 210,000 active;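 active means inhibition of 40% or more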;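 further: 0% = enzyme controls without compound and 100% = no-enzyme blanks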
p97 inhibitor: inhibitors of human p97 ATPase | P55072 | recombinant p97 ATPase, Kinase-Glo ATP luminescence, 3 h | inhibition, % at 8 µM | 0.42% of 220,000 active; in the data active means inhibition above about 15%;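 further: 0% = DMSO vehicle and 100% = wells lacking enzyme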
eIF4E-4G inh: blocks eIF4E binding to eIF4G. P63073+Q04637. inhibition, % at 21.7 µM. 0.37% of 220,000 active. TR-FRET eIF4E-eIF4GI(517-606) binding, 2 h;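 active means inhibition above about 30%, limit read from the data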;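 further: 0% = full FRET control wells and 100% = background wells lacking eIF4GI fragment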
MDM2 E3 inh: inhibitors of human Mdm2 E3 ubiquitin ligase. Q00987. signal enhancement, % at 5 µM. cell-based MDM2 ubiquitination luciferase reporter, 2 h; 0 = plate control, 100 = twice control, blank-subtracted. 0.11% of 210,000 active;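 active means signal enhancement of 30% or more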;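 further: luminescence tracks abundance of the self-degrading MDM2-luciferase fusion protein; higher signal means inhibition of MDM2 E3 ligase activity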
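Test system: mammalian cells stably expressing self-ubiquitinating, self-degrading MDM2 E3–luciferase fusion; Amount: 2000 cells in each well; Medium: DMEM; Schedule: 4 h settle plus 2 h compound, 37 °C; Technique: SteadyLite luciferase luminescence after 15 min room-temperature reagent incubation; Benchmarks: plate control and blank wells.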
14-3-3 Bad inh: disrupts binding of bovine 14-3-3 zeta to phospho-Bad peptide | AID 781 | TR-FRET 14-3-3zeta/Dy647-pBad peptide displacement, 1 h | 0.71% of 220,000 active | P63103 | inhibition, % at 21.7 µM;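 active means inhibition above about 70%, limit read from the data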;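 further: 0% = full 14-3-3 plus peptide FRET controls and 100% = background without 14-3-3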
FXIIa inh 1536: inhibitors of human coagulation factor XIIa; P00748; purified FXIIa, Boc-QGR-AMC fluorogenic substrate, 2 h; inhibition, % at 5 µM; 0.3% of 220,000 active; AID 800; in the data active means inhibition above about 40%;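 further: 0% = enzyme with no compound and 100% = blank without enzyme; many of its hits are not listed in these tables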
Starred values were filed as active, the others as inactive; x = no result given; [ ] = dose if it differs, or a comment.

no.	SMILES	eIF4E-4G inh	MDM2 E3 inh	Rad51 HR inh	hK5 inh	FXIa inh	p97 inhibitor	Wee1 degr inh	FXIIa inh 1536	14-3-3 Bad inh
1	COc1ccc(CCNC(=O)CCn2c(SCC#N)nc3ccccc3c2=O)cc1OC	1	-2	6	2	8	1	0	13	7
2	O=S(=O)(NCc1cccnc1)c1cccc2cccnc12	-1	-7	-2	-6	5	-1	-3	17	9
3	O=[N+]([O-])c1ncn(Cc2c(Cl)cccc2Cl)n1	3	-19	0	-7	1	6	0	3	-2
4	CC(=O)Nc1cccc(N(C)S(C)(=O)=O)c1	-8	-2	-3	-7	7	4	0	16	1[fluorescence artefact?]
5	CC1OC(Oc2c(-c3cc(O)c(O)c(O)c3)oc3cc(O)cc(O)c3c2=O)C(O)C(O)C1O (stereo not drawn)	-2	-4	-7	-3	-3	-4	-2	3	-10
6	CC(C)c1cc(C(N)=O)c(NC(=O)c2cccc(COc3ccc(Br)cc3)c2)s1	-4	-15	-5	-10	5	-3	0	18	-8
7	CCCCc1ccc(NC(=S)N2CCN(c3ncccn3)CC2)cc1	1	4	1	3	8	0	-3	12	-4
8	Clc1ccc(CSc2nnc(-c3c[nH]c4ccccc34)o2)cc1	-2	7	-2	4	7	1	-4	15	-8
9	Cc1ccccc1NC(=S)N(CCCN1CCOCC1)Cc1cccs1	-4	-17	-5	27	8	0	-3	18	20
10	COc1ccccc1C(=O)ON=C1c2ccccc2-c2ccccc21	0	-4	6	-4	-6	13	-1	-2	1
11	O=C(Cn1nc(Cc2cccnc2)c2ccccc2c1=O)N1CCN(c2ccccn2)CC1	-3	-24	-1	-2	-2	3	0	14	12
12	Nc1nc(SCC(=O)NCCCO)nc2sc3c(c12)CCC3	5	-18	-1	-12	2	-8	0	-4	-8
13	Cc1ccccc1OCC(=O)Nc1ccc2c(c1)OCCO2	-1	x	7	-5	-1	1	-2	0	-3
14	O=c1c(OC2OC(CO)C(O)C(O)C2OC2OC(CO)C(O)C(O)C2OC2OC(CO)C(O)C(O)C2O)c(-c2ccc(O)c(O)c2)oc2cc(O)cc(O)c12 (stereo not drawn)	-20	-40	7	2	4	x	x	7	0
15	Cn1c(=S)[nH]c2scc(-c3cccs3)c2c1=O	4	-14	-8	7	1	-5	-1	7	-7
16	O=C(O)c1ccc(S(=O)(=O)Nc2cccc(CP(=O)(c3ccccc3)c3ccccc3)c2)cc1	-5	-4	2	0	-8	-7	-4	11	3
17	N#C/C(=C/c1cccn1-c1cccc(C(=O)O)c1)c1ccc(Cl)cc1	15	-11	-7	-6	4	2	1	8	29
18	COc1ccc(-c2csc(=Nc3c(C)n(C)n(-c4ccccc4)c3=O)n2C(C)(C)C)cc1	-4	-26	3	2	-9	2	5	6	3
19	CCOC(=O)c1cccc(NC(=O)CSc2nnnn2CC)c1	-2	1	1	-28	7	-1	0	17	0
20	COc1ccc(-n2c(O)c(Cc3ccccc3)c(=O)n3nc(-c4ccccc4)c(=O)cc23)cc1	8[fluorescence artefact?]	8	-3	-7	6	-1	1	12	60[fluorescence artefact?]
21	Cc1ccc(Cn2c(CN3CCN(C(=O)c4ccco4)CC3)nc3c2c(=O)n(C)c(=O)n3C)cc1	-8	-16	x	-7	10	3	-1	26	3
22	O=C1CSC(c2ccc(Cl)cc2)N1 (stereo not drawn)	-5	-3	3	0	-7	0	1	9	3
23	COC(=O)c1c(NC(=O)C2C3CCC(O3)C2C(=O)O)sc2c1CCCCCC2 (stereo not drawn)	14[fluorescence artefact?]	2	1	-13	6	2	0	7	-13
24	CCCCn1c(SCC(=O)NC(C)CC)nc2ccc(N3CCOCC3)cc2c1=O (stereo not drawn)	6	-10	x	-12	5	3	-2	15	-5

Four entries from above, with values under each structure:
Fields – eIF4E-4G inh	MDM2 E3 inh	Rad51 HR inh	hK5 inh	FXIa inh	p97 inhibitor	Wee1 degr inh	FXIIa inh 1536	14-3-3 Bad inh
16: O=C(O)c1ccc(S(=O)(=O)Nc2cccc(CP(=O)(c3ccccc3)c3ccccc3)c2)cc1
  -5	-4	2	0	-8	-7	-4	11	3
17: N#C/C(=C/c1cccn1-c1cccc(C(=O)O)c1)c1ccc(Cl)cc1
  15	-11	-7	-6	4	2	1	8	29
18: COc1ccc(-c2csc(=Nc3c(C)n(C)n(-c4ccccc4)c3=O)n2C(C)(C)C)cc1
  -4	-26	3	2	-9	2	5	6	3
19: CCOC(=O)c1cccc(NC(=O)CSc2nnnn2CC)c1
  -2	1	1	-28	7	-1	0	17	0

Following part.
no.	SMILES	eIF4E-4G inh	MDM2 E3 inh	Rad51 HR inh	hK5 inh	FXIa inh	p97 inhibitor	Wee1 degr inh	FXIIa inh 1536	14-3-3 Bad inh
25	Cc1ccccc1NC(=S)NC(NC(=O)N(C)C)C(Cl)(Cl)Cl (stereo not drawn)	1	-9	3	-10	-10	3	0	-7	-7
26	Cc1ccccc1C(=O)N1CCN(c2ccc(NC(=O)c3cccnc3Cl)cc2)CC1	3	11	5	1	3	2	-1	10	-5
27	COc1ccccc1C(=O)CSc1cccc[n+]1[O-]	2	18	-2	-2	-4	2	0	8	2
28	COC(=O)c1ccc(C2=NOC(C)(c3sc(-c4ccc(Cl)cc4)nc3C)C2)cc1 (stereo not drawn)	5	18	-2	0	0	x	x	12	5
29	CC(C)(C)c1ccc2c(c1)OC(C(=O)N/N=C/c1ccc([N+](=O)[O-])o1)CO2 (stereo not drawn)	2	-1	17	2	4	14	0	6	-13
30	O=C1OC(c2ccccc2)c2ccc3ccccc3c21 (stereo not drawn)	1	-5	-7	-8	12	3	5	15	5
31	Cc1[nH]c2c(C)cccc2c(=O)c1Br	7	-9	-1	11	-13	2	-1	17	12
32	CCC(=O)Nc1ccc(C(=O)NNC(=O)c2ccc([N+](=O)[O-])cc2)cc1	1	-19	5	-3	-5	-3	3	6	-4
33	CCOc1ccc(-c2n[nH]c(=S)o2)cc1	1	2	1	-4	-4	-1	1	3	13
34	O=c1oc2ccccc2c(NCc2ccccc2)c1[N+](=O)[O-]	28	11	-52	-5	7	6	2	8	25[fluorescence artefact?]
35	COC(=O)CCN(C(=O)c1ccc(C)c([N+](=O)[O-])c1)c1ccccn1	0	2	19	-8	-3	1	10.0*	7	-19
36	CCOC(=O)c1c(NC(=O)Cn2cnc([N+](=O)[O-])n2)sc2c1CCC(C)C2 (stereo not drawn)	1	-8	-1	-13	-11	0	-2	-8	-9
37	CCOC(=O)Cn1c(CN2CCN(C(c3ccccc3)c3ccccc3)CC2)nc2c1c(=O)n(C)c(=O)n2C	-3	-16	6	-5	21	-7	0	23	2
38	CCOC(=O)c1c(C)oc2c1c(C(c1cccnc1)N1CCOCC1)c(O)c1ccccc12 (stereo not drawn)	8[fluorescence artefact?]	-10	6	2	-4	0	0	5	17
39	CCOC(=O)Cn1nc(C)c(NC(=O)COc2ccc([N+](=O)[O-])cc2)c1C	6	-3	30	-16	-8	1	1	0	0
40	COc1ccc(CCNc2oc(-c3ccc(OC)c(OC)c3)nc2C#N)cc1	1	27	-2	-41	2	-8	-1	15	-1[fluorescence artefact?]
41	C#CCn1cnc2c(cnn2-c2ccc(C)c(C)c2)c1=O	1	-12	7	1	-3	0	-1	-2	5
42	COc1cc(NC(=S)NCCN2CCOCC2)cc(OC)c1	-3[fluorescence artefact?]	-8	22	-4	1	-3	3	11	-14
43	COc1ccc(S(=O)(=O)NCCCCCC(=O)O)cc1C(=O)O	-1	-20	3	2	1	3	-2	9	1
44	Cn1nnnc1SCC(=O)Nc1ccc(Oc2ccccc2)cc1	3	-16	9	-3	-6	-1	3	-10	0
45	Nc1nc(-c2ccc3c(c2)OCCO3)cs1	-4	-17	-7	1	5	1	-1	16	18
46	CN1CCCCC1=NCCCn1cnc2c1c(=O)n(C)c(=O)n2C	-4	0	4	0	-3	5	-4	14	-3
47	O=C(Nc1ccccc1)N1CCn2c(nc3ccccc32)C1	8	-9	0	1	3	2	-3	13	-9[fluorescence artefact?]
48	Cc1ccc2occ(/C=N/NC(N)=S)c(=O)c2c1	4	-8	-6	-6	-6	-3	1	6	-1[fluorescence artefact?]
49	CCOCCOC(=O)C1=C(C)N(C)C(=O)NC1c1cc(Cl)c(O)c(OCC)c1 (stereo not drawn)	3	-12	-6	-21	6	0	-1	5	7
50	Cc1cccc(NC(=O)c2cc3c(n(-c4ccccc4)c2=O)CCCC3=O)n1	3	-2	6	0	-1	2	4	-4	7
51	COCC(C)NC(=O)c1cc2cc(OC)ccc2[nH]1 (stereo not drawn)	-2	-14	-19	8	-1	-6	6	12	-1
52	COC(=O)CSc1nnc(CNC(=O)c2cccc(C)c2)n1-c1ccccc1OC	0	x	x	0	0	1	-2	8	-6[fluorescence artefact?]
53	Cc1cc(C)c(NC(N)=S)c(C)c1	-1	-3	-11	16	5	-3	7	7	-5
54	CS(=O)(=O)N(CC(=O)N/N=C/c1ccccc1C(=O)O)c1cccc(Cl)c1Cl	3	1	x	16	36	-3	-3	57*	2
55	O=C1c2ccccc2C(=O)N1CN(C(=O)c1ccccc1[N+](=O)[O-])c1ccc(F)cc1	1	-7	16	-11	-3	-3	-1	4	1
56	Cc1coc(C)c1C(=O)CC1(O)C(=O)N(C)c2ccc(Cl)cc21 (stereo not drawn)	-3	-39	-26	-7	-3	2	0	5	-8
57	Cc1csc(NC(=O)c2cccc(Cn3nc(C)c(Br)c3C)c2)n1	10	26	7	-15	5	-6	2	19	-3
58	CN1C(=O)c2ccccc2C(C(=O)O)C1c1cccc(Cl)c1 (stereo not drawn)	8	-6	x	1	10	4	3	13	-8
59	Cc1ccc(N=c2c([N+](=O)[O-])nn(-c3ccc4c(c3)OCCO4)n2O)c(Cl)c1	0	-6	1	2	0	-1	0	8	15
60	c1ccc(N=P(N2CCOCC2)(N2CCOCC2)N2CCOCC2)cc1	-10	-26	-6	-15	10	4	-1	19	2[fluorescence artefact?]
61	O=C(CN1C(=O)C2CCCCN2C(=O)c2ccccc21)N1CCCc2ccccc21 (stereo not drawn)	-2[fluorescence artefact?]	2	11	1	4	5	0	4	7[fluorescence artefact?]
62	Cc1ccc(C(=O)N2CCN(C3CCCCC3)CC2)s1	-6	-8	-8	-6	-8	-3	-2	-2	-7
63	COc1ccc(NC(=S)N(CCN(C)C)C(C)c2ccco2)cc1 (stereo not drawn)	-5	-10	1	-24	1	5	-2	4	-23
64	CC(C)n1c(=S)[nH]c2ccccc2c1=O	-3[fluorescence artefact?]	-6	-5	-5	-3	3	0	0	7
65	CCOC(=O)C1=C(C)Nc2ccccc2N=C1N	2	-3	27	-6	-3	1	-1	3	-12
66	Cc1no[n+]([O-])c1COc1cccc(/C=C2\N=C(c3ccccc3)OC2=O)c1	1	24	-4	-14	2	-2	-1	-2	3
67	O=C(COC(=O)/C=C/c1ccc(Cl)cc1)NCCc1ccccc1	5	-10	4	-10	24	-3	-2	28	14
68	CCc1ccc(NC(=O)/C(C#N)=C\c2ccc(OC)c(C(=O)O)c2)cc1	-2	-1	-4	7	4	-1	-3	8	4
69	O=S(=O)(NCC1CCCO1)c1ccc(-c2ccc(Cl)cc2)cc1 (stereo not drawn)	-2	-3	-13	4	1	2	-2	8	-1

High-throughput results (PubChem)
